# TAG inh – inhibitors of triacylglycerol accumulation; hit rate 0.66% among 230,000; inhibition, % at 12.5 µM; AID 651582; H9c2 cells, Nile Red lipid (TAG) fluorescence; cells loaded with 200 µM oleic acid;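 active = pattern-corrected inhibition of lipid staining of at least 50% with the nuclear-stain viability signal not falling by more than 50%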;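 note: 0% = DMSO wells and 100% = triacsin C control wells; some results filed as inactive read as strong as hits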
# TAG inh DAPI viability – further read-out of TAG inh, marked with its call; DAPI nuclei signal change (viability), lower = more cytotoxic, %;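 whole-well DAPI fluorescence read on a plate reader as a viability signal; minus 50 percent equals half of cells still viable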
# Starred values were filed as active, the others as inactive. Not all compounds are listed; count on the stated rates, not on these rows.
SMILES,TAG inh,TAG inh DAPI viability
O=C1N[C@H](Cc2c[nH]c3ccccc23)COC(=O)[C@H](Cc2ccc(F)cc2)C/C=C\C[C@H]1CC(=O)N(CCO)Cc1ccccc1,19.9,6.2
COc1cc(/C=C/C(=O)OCc2cn3cc(Cl)ccc3n2)ccc1O,16.6,-8.0
COc1ccccc1CC(=O)c1ccc(OCc2ccccc2)cc1,-28.1,-5.9
CN(C)S(=O)(=O)Oc1ccc(C(=O)Nc2cccc(C(F)(F)F)c2)cc1,-4.9,-1.7
Cc1ccccc1CN1CCC(n2nccc2NC(=O)c2ccc3c(c2)OCO3)CC1,6.9,-4.8
CN(C(=O)COC(=O)c1ccccc1Cc1ccccc1)c1c(N)n(Cc2ccccc2)c(=O)[nH]c1=O,2.8,4.3
COc1ccc(-n2nnnc2/C=C\Nc2ccc(C)cc2)cc1,6.0,-6.3
CS(=O)(=O)N(CCc1ccccc1)CC(=O)N1CCCC1,-4.5,-2.0
CC(=O)Nc1cc(-c2ccccc2N(C)C)cn2c(-c3ccccc3)cnc12,-11.2,1.1
Clc1cccc(Nc2ncnc3c2cnn3-c2ccccc2)c1,11.2,21.8
COc1ccc(S(=O)(=O)NCC2CCCN(C(=O)c3occc3C)C2)cc1 (centres undefined),5.3,-1.1
CCOc1ccc(NC(=S)/C(=C(\[O-])c2ccc(C)c([N+](=O)[O-])c2)[n+]2ccccc2)cc1,-89.7,14.2
CC1=C(C(=O)O)N2C(=O)C(NC(=O)c3nn(C)c(C)c3Cl)C2SC1 (centres undefined),8.8,-9.2
CNC(=S)Nn1cnc2ccccc21,-2.3,6.4
O=c1c2c(nc3cc(-c4ccc(Br)cc4)[nH]n13)CCCC2,19.3,-2.5
CN(C)c1cc(NC(=O)CN2CCOCC2)c2ccccc2n1,8.5,-2.2
N#Cc1ccc(NC(=O)Cn2c3[n+](c4ccc(C(F)(F)F)cc42)CCCCC3)cc1,16.8,-5.4
CCN(CC)S(=O)(=O)c1ccc(NCC2COc3ccccc3O2)c([N+](=O)[O-])c1 (centres undefined),-24.0,-3.2
CS(=O)(=O)N(CC(=O)N1CCN(c2ccccc2)CC1)C1CCCCC1,10.1,1.4
N#Cc1cnc(SCCc2ccccc2)nc1N,-27.2,-5.4
CCCCn1c(SCC(=O)NCc2ccco2)nc2ccccc2c1=O,18.1,-4.2
CC(=Nc1ccc(C)c(C)c1)C1=C(O)CSC1=O,2.8,2.4
O=C(CCCN1C(=O)c2ccccc2C1=O)N1CCN(c2ccccn2)CC1,11.0,-18.3
COc1ccc(N2CCN(C(=O)COC(=O)c3ccco3)CC2)cc1,8.8,-1.2
CC(=O)Oc1ccc(C(=O)Nc2ccc3c(c2)OCCO3)cc1,6.9,-5.0
CC1CC(=O)NN=C1c1cccs1 (centres undefined),-8.1,11.2
O=C1C=CN(Cc2ccccc2)C(c2ccccc2)C1 (centres undefined),-11.2,7.6
O=C(c1ccc(Oc2ccc([N+](=O)[O-])cc2)cc1)N1CCCCCC1,-16.0,6.5
COc1ccccc1N1CCN(S(=O)(=O)CCNC(=O)C2CCCCC2)CC1,14.2,-3.3
CCn1nc(C)c(CNC(=O)Nc2ccc3c(c2)OCO3)c1C,4.9,-8.3
Cc1ccc(N2CCOCC2)c2c1C(=O)c1ccccc1C2=O,-7.3,-3.6
O=C(NC1CCCC1)c1cc2c(ccc3ccccc32)o1,-1.7,3.4
CCCc1[nH]nc2c1C(c1ccc(O)cc1OCC)C(C#N)=C(N)O2 (centres undefined),-9.4,0.7
CCCS(=O)(=O)N1CCN(Cc2ccccc2OCC)CC1,10.3,-2.1
O=C(CSc1nc2ccccc2c(=O)n1Cc1ccco1)N1CCCC1,-5.9,-4.7
C=CCO/N=C/C1C(=O)CC(C)(C)CC1=O,-17.1,2.2
Cn1c(=O)cc(SCC(=O)N2CCOCC2)c2ccc(Cl)cc21,22.5,-0.6
CCCCn1c(C(C)NC(=O)c2cccs2)nc2ccccc21 (centres undefined),-0.6,4.9
COc1cc2cc(CN(Cc3cccnc3)C(=O)Nc3ccccc3)c(=O)[nH]c2cc1OC,-4.5,-1.6
COc1ccc(C(=O)C2CCN(C(=O)c3ccc(OC)cc3)CC2)cc1,7.9,-8.9
CCN(CC)C(=O)CN1C(=O)C(=O)c2ccccc21,1.6,0.2
COc1ccc(CNC(=O)CN(CC2CCCO2)C(=O)CNS(=O)(=O)c2ccc(C)cc2)cc1 (centres undefined),-6.5,-5.4
COc1ccc(C(=O)NCC(=O)OCC(=O)Nc2sccc2C#N)cc1OC,-4.1,-1.5
O=C(CNC(=O)c1ccc(Cl)cc1)OCC(=O)c1ccc2c(c1)OCCO2,-12.0,-1.9
CC1(C(=O)O)CCCN1C(=O)c1cccc(C(F)(F)F)c1 (centres undefined),-16.8,10.8
O=C(COC(=O)c1cccnc1Cl)Nc1ccc(N2CCOCC2)cc1,-4.1,4.6
CC(Oc1ccc(F)cc1)C(=O)N(CCC1=CCCCC1)c1c(N)n(Cc2ccccc2)c(=O)[nH]c1=O (centres undefined),-6.7,-2.1
O=C(O)c1ccc(CNCc2ccc(F)cc2)cc1,-2.5,-0.1
CCN(CC)S(=O)(=O)c1ccc(N2CCN(C)CC2)c(NC(=O)CN2C(=O)NC3(CCCCC3)C2=O)c1,8.8,8.5
CC1CN(C(=O)CCC(=O)N2CCOCC2)c2ccccc2O1 (centres undefined),-4.2,5.3
S=C(NCCN1CCOCC1)NC1CCCCC1,-5.2,3.5
CCc1ccc(C(=O)NNC(=O)C2CCN(c3ncnc4sc(C)c(C)c34)CC2)cc1,12.8,-2.6
CC(C)N(C#N)c1nc(N2CCOCC2)nc(N2CCOCC2)n1,51.4*,-13.0*
COc1cccc(CCc2nnc(CCC(=O)N3CCN(Cc4ccccn4)CC3)o2)c1,12.5,-9.1
Nc1nc2ccccc2n1/N=C/c1cccnc1,6.8,-0.1
CN(Cc1ccc(Cl)cc1)C(=O)c1ccccc1SCC(=O)N1CCCC1,-13.1,5.3
CCc1cccc(C)c1NC(=S)NCc1ccc2[nH]c(C)cc2c1,13.5,-14.3
COc1ccc(N(CCC(=O)O)S(=O)(=O)c2ccc(C)cc2C)cc1,-15.3,5.2
CCC(CC)C(=O)c1c[nH]c(C(=O)NCCOC)c1,-1.9,0.3
COc1ccc(/C=C(\C#N)C(=O)ONC2=NCCCCC2)cc1,-15.3,5.5

# The list goes on.
SMILES,TAG inh,TAG inh DAPI viability
O=C(CCSc1ccccc1)NC(=O)COC(=O)C1CCCCC1,8.3,6.8
COCCn1c(N)c(N(Cc2ccccc2)C(=O)COc2ccc(F)cc2Cl)c(=O)[nH]c1=O,4.8,-5.1
CCOC(=O)c1cnc2c(cnn2C)c1NCCC#N,0.6,9.9
NC(=S)NN=Cc1nccc2c(N)cccc12,-3.6,-34.7
CN(c1ccc(C(=O)NCc2cccnc2)cc1)S(C)(=O)=O,-5.3,3.1
CSc1nnc(-c2ccc(Br)s2)n1C,9.8,-11.7
CN(CC(=O)Nc1cccc(F)c1)C(=O)c1ccccc1CCc1ccccc1,14.9,-4.1
O=[N+]([O-])c1ccc(C2=NN(CCO)C(=Nc3ccc(OC(F)(F)F)cc3)SC2)cc1,6.8,1.1
CNC(=S)NNC(=O)CNc1ccc(C)c(Cl)c1,-14.2,23.9
CCCN(C(=O)/C=C/c1ccco1)c1c(N)n(Cc2ccccc2)c(=O)[nH]c1=O,9.8,-3.2
CN1CCN(C(=O)C2=C[C@H](C3CCCCC3)C[C@H](OCc3ccc(CO)cc3)O2)CC1,12.0,1.6
CNc1nnc(SCC(=O)c2c(N)n(C3CC3)c(=O)[nH]c2=O)s1,1.3,7.0
O=C(NCCn1cccn1)c1ccc(OC2CCN(C(=O)C3CC3)CC2)cc1,1.8,-8.4
CCOC(=O)c1ccc(NC(=S)NCCc2ccccc2)cc1,3.7,-9.3
Cc1ccc(C)n1-c1ccc(C(=O)NN)s1,5.3,-5.8
O=c1c2ccccc2c(-c2ccc(Cl)cc2)nn1-c1ccccc1,3.3,8.8
O=C1C[C@@H]2c3c(cccc3CN1Cc1ccccc1F)C[C@@H](O)[C@H]2O,2.6,6.8
Nc1ccccc1C(=O)NCc1ccccc1,-8.3,6.9
Cc1ccccc1CNC(=O)c1csc([C@@H]2O[C@H](CO)[C@@H](O)[C@H]2O)n1,-5.0,2.9
Cc1c(N=C2N=C(NC(=O)Nc3ccc(Cl)cc3)c3ccccc32)c(=O)n(-c2ccccc2)n1C,14.0,-0.4
CC1(C(=O)O)CCCN(C(=O)c2ccc3c(c2)C(C)(C)CCC3(C)C)C1 (centres undefined),-1.6,-4.7
O=C1OC2CC3CC1CC(O)(C3)C2 (centres undefined),11.8,-4.3
COCCNC(=O)C1CCCN(C(=O)c2nc3ccccc3s2)CC1 (centres undefined),8.0,7.7
CCn1cc(CN2CCCC(CNS(=O)(=O)c3cccc4cccnc34)C2)cn1 (centres undefined),3.0,2.1
COc1ccc(C(CNC(=O)COc2cccc(C(F)(F)F)c2)N2CCCC2)cc1 (centres undefined),-3.4,11.7
CC(C)C(C)N(Cc1cccc(C(=O)O)c1)C(=O)c1ccc2ccccc2n1 (centres undefined),1.7,-5.1
COc1ccccc1C(=O)NC(=S)Nc1ccccc1N1CCCC1,5.9,-0.7
CCOc1cccc(CNc2ccc(O)cc2)c1OCc1ccc(Cl)cc1,-8.9,0.2
COc1ccc(C)cc1NC(=O)c1ccc2c(SCC(=O)O)c3c(nc2c1)CCCC3,7.5,-1.0
CCn1c(SCC(=O)Nc2ccccc2N2CCOCC2)nnc1-c1ccccc1O,8.8,4.9

# Sorted by molecular weight (highest first): part of the list above
SMILES,TAG inh,TAG inh DAPI viability
CCn1c(SCC(=O)Nc2ccccc2N2CCOCC2)nnc1-c1ccccc1O,8.8,4.9
Cc1ccccc1CNC(=O)c1csc([C@@H]2O[C@H](CO)[C@@H](O)[C@H]2O)n1,-5.0,2.9
O=c1c2ccccc2c(-c2ccc(Cl)cc2)nn1-c1ccccc1,3.3,8.8
O=C1OC2CC3CC1CC(O)(C3)C2 (centres undefined),11.8,-4.3

# Continuation:
SMILES,TAG inh,TAG inh DAPI viability
Nc1nc(-c2nonc2N)no1,-22.2,8.0
O=C(Nc1ncc(Cc2ccc(C(F)(F)F)cc2)s1)c1ccc(-c2cccc([N+](=O)[O-])c2)o1,13.0,-1.4
COc1ccc(C2(C)NC(=O)N(CC(=O)Nc3cccnc3Cl)C2=O)cc1 (centres undefined),7.3,1.3
CC(Sc1nc2nn(-c3ccccc3)c(=O)c-2c2n1CCCCC2)C(N)=O (centres undefined),2.7,-5.4
COc1cccc(OCC(O)CNC(=O)c2oc3ccc(C)cc3c2C)c1 (centres undefined),9.1,-1.8
O=C(C1Cc2ccccc2CN1S(=O)(=O)c1ccccc1[N+](=O)[O-])N1CCOCC1 (centres undefined),-3.6,1.3
C=CCNc1nc(C(=O)OCC(=O)Nc2ccccc2C(F)(F)F)cs1,-0.7,9.5
CCOC(=O)c1c(NC(=O)CSc2nnc(C)c(=O)[nH]2)sc(C)c1-c1ccc(C)cc1,-1.0,8.9

# Part of the list above, with bars between the fields:
smiles | TAG inh | TAG inh DAPI viability
Cc1c(N=C2N=C(NC(=O)Nc3ccc(Cl)cc3)c3ccccc32)c(=O)n(-c2ccccc2)n1C | 14.0 | -0.4
CC1(C(=O)O)CCCN(C(=O)c2ccc3c(c2)C(C)(C)CCC3(C)C)C1 (centres undefined) | -1.6 | -4.7
O=C1OC2CC3CC1CC(O)(C3)C2 (centres undefined) | 11.8 | -4.3
COCCNC(=O)C1CCCN(C(=O)c2nc3ccccc3s2)CC1 (centres undefined) | 8.0 | 7.7
CCn1cc(CN2CCCC(CNS(=O)(=O)c3cccc4cccnc34)C2)cn1 (centres undefined) | 3.0 | 2.1
COc1ccc(C(CNC(=O)COc2cccc(C(F)(F)F)c2)N2CCCC2)cc1 (centres undefined) | -3.4 | 11.7
CC(C)C(C)N(Cc1cccc(C(=O)O)c1)C(=O)c1ccc2ccccc2n1 (centres undefined) | 1.7 | -5.1
COc1ccccc1C(=O)NC(=S)Nc1ccccc1N1CCCC1 | 5.9 | -0.7
CCOc1cccc(CNc2ccc(O)cc2)c1OCc1ccc(Cl)cc1 | -8.9 | 0.2
COc1ccc(C)cc1NC(=O)c1ccc2c(SCC(=O)O)c3c(nc2c1)CCCC3 | 7.5 | -1.0
CCn1c(SCC(=O)Nc2ccccc2N2CCOCC2)nnc1-c1ccccc1O | 8.8 | 4.9
Nc1nc(-c2nonc2N)no1 | -22.2 | 8.0
O=C(Nc1ncc(Cc2ccc(C(F)(F)F)cc2)s1)c1ccc(-c2cccc([N+](=O)[O-])c2)o1 | 13.0 | -1.4
COc1ccc(C2(C)NC(=O)N(CC(=O)Nc3cccnc3Cl)C2=O)cc1 (centres undefined) | 7.3 | 1.3
CC(Sc1nc2nn(-c3ccccc3)c(=O)c-2c2n1CCCCC2)C(N)=O (centres undefined) | 2.7 | -5.4
COc1cccc(OCC(O)CNC(=O)c2oc3ccc(C)cc3c2C)c1 (centres undefined) | 9.1 | -1.8
O=C(C1Cc2ccccc2CN1S(=O)(=O)c1ccccc1[N+](=O)[O-])N1CCOCC1 (centres undefined) | -3.6 | 1.3
C=CCNc1nc(C(=O)OCC(=O)Nc2ccccc2C(F)(F)F)cs1 | -0.7 | 9.5
CCOC(=O)c1c(NC(=O)CSc2nnc(C)c(=O)[nH]2)sc(C)c1-c1ccc(C)cc1 | -1.0 | 8.9
